Screens (PubChem)
TLR4-MyD88 BLA – TLR4-MyD88 interaction inhibition in cells | hit rate 0.18% among 200,000 | HeLa CL3-4 TLR4/MyD88 BLA complementation, FRET ratio | AID 861 | O00206+Q99836 | inhibition, % at 8.4 µM; in the data active means inhibition above about 25%;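 further: 0% = vehicle and 100% = reference inhibitor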
Target sequence (O00206 whole entry, looked up): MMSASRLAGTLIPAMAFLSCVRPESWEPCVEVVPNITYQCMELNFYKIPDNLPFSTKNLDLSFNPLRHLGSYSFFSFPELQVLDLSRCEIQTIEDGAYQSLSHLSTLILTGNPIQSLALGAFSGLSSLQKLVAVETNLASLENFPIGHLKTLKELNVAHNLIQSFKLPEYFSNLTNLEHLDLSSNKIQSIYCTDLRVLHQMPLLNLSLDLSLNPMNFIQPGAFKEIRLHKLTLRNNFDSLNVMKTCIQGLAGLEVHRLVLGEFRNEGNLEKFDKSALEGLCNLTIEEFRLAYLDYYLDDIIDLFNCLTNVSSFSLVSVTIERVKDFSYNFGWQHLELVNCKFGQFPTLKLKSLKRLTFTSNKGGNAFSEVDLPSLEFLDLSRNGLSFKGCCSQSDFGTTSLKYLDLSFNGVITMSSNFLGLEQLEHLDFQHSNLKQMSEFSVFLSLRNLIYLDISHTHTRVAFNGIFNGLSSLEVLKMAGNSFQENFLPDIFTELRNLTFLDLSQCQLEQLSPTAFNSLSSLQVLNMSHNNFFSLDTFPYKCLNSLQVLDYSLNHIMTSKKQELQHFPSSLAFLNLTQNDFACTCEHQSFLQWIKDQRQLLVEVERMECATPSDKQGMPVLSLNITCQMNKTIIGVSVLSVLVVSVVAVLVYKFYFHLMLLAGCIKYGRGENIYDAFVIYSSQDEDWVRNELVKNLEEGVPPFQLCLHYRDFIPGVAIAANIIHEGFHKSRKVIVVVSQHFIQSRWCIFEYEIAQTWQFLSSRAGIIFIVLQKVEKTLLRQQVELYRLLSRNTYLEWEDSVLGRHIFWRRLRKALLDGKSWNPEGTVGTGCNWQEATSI
Target sequence (Q99836 whole entry, looked up): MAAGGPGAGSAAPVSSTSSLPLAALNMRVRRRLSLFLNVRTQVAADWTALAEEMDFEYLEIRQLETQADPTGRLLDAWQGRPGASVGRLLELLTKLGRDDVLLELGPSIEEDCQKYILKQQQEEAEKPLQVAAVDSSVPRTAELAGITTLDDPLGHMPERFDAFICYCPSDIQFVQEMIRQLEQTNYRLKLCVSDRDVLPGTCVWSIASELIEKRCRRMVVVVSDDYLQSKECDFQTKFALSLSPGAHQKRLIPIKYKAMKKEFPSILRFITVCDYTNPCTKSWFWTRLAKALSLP
STAT1 activator – STAT1 signaling activation; activation (% of control), % at 5.5 µM; hit rate 2.6% among 200,000; NIH 3T3 STAT1-luciferase reporter, IFN-gamma, luminescence; 100% = IFN-gamma alone, no compound;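 active means activation above the screen-wide mean activation plus 3 SD, cut at about 130% in these data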;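 further: raw ratio to IFN-gamma control signal so 100% means no change and 0% no light; values of inactives mirror those of a sister screen read the other way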
STAT3 blocker – reduces IL-6 driven STAT3 reporter signal. U3A cells, IL-6 STAT3-luciferase reporter, luminescence; host cell line lacks STAT1. hit rate 0.89% among 190,000. inhibition, % at 5.5 µM;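 active means inhibition above the mean inhibition across all screened compounds plus 3 SD, cut at about 44% in these data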;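 further: 0% = DMSO only wells and 100% = 100 µM nifuroxazide control wells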
Diaph act CS – activates diaphorase or chemically reduces, flagging diaphorase assay artifacts | Diaphorase/resazurin coupled assay, resorufin fluorescence, 16 min; stronger effect = higher value; 1 = vehicle wells, 0 = NADH-free wells | activation factor at 20 µM | hit rate 0.005% among 190,000 | AID 1229;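 active means diaphorase activity raised at least twofold by the compound at 20 µM; inactive means activation factor below 2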
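Measured by – red resorufin fluorescence at 544/590 nm excitation/emission · Test system – Clostridium kluyveri diaphorase, purified enzyme · Incubation – reaction time 16 min, room temperature · Buffer or medium – 50 mM HEPES pH 7.4 with 4.542 mM MgCl2, 0.005% Tween 20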
G6PDH CS – counter-screen for G6PDH assay hits: L. mesenteroides G6PDH inhibition; Purified L. mesenteroides G6PDH, diaphorase/resazurin coupled fluorescence, 45 min; inhibition, % at 5 µM; hit rate 0.12% among 200,000; in the data active means inhibition above about 50%
Diaph inh CS – inhibits diaphorase or chemically oxidizes, flagging diaphorase assay artifacts; diaphorase resazurin-to-resorufin fluorescence, NADH, 16 min; bacterial (C. kluyveri) enzyme, not human; inhibition, % at 20 µM; hit rate 0.69% among 190,000; AID 1217;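 active means primary screen inhibition at 20 µM above a set limit, cut at about 50% in these data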;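 further: plate controls were DMSO with full reaction for no effect and wells lacking NADH for full effect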
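Benchmarks: positive control wells lacking NADH, neutral wells with DMSO only. System: bacterial diaphorase enzyme (C. kluyveri). Input: 0.14 U/mL diaphorase, enzyme working solution. Detection: resorufin fluorescence, excitation 544 nm, emission 590 nm. Times: 16-min room-temperature incubation before reading.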
Hsp70 activator – Hsp70 transcriptional activation, primary screen; HeLa Hsp70 promoter luciferase reporter, luminescence; scaled: vehicle 0, proteasome-inhibitor control 100%; activation, % at 10 µM; hit rate 0.04% among 200,000;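 active means activation above the mean across all tested compounds plus 3 SD, cutoff set per campaign, cut at about 5.5% in these data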;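 further: 100% = MG132 at 30 µM as the positive control and 0% = DMSO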
STAT3 activator – STAT3 signaling activation. U3A cells, IL-6 STAT3-luciferase reporter, luminescence; 100% = signal with IL-6 EC80 alone. hit rate 0.91% among 190,000. AID 871. activation (% of control), % at 5.6 µM;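 active means activation above the screen-wide mean of compound activation plus 3 SD, cut at about 130% in these data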;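 further: 0% = background luminescence of wells with medium and substrate only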
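Material: STAT1-lacking human U3A cells, STAT3 luciferase reporter | Benchmarks: IL-6-only wells as 100% reference | Probe or stimulus: IL-6 (33 ng/mL) | Timing: Compound 1 h, then IL-6 6 h at 37 °C | Detection: Luminescence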
APP 5UTR inh – APP translation inhibition | SH-SY5Y APP 5'UTR-luciferase reporter, luminescence | hit rate 0.82% among 190,000 | AID 1285 | inhibition, % at 2 µM;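 active means inhibition above a set limit, derived from the sample mean plus 3 SD, cut at about 45% in these data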; further: values of inactives mirror those of a sister screen read the other way
STAT1 blocker – STAT1 signaling inhibition. hit rate 0.35% among 200,000. inhibition, % at 5.5 µM. NIH 3T3 STAT1-luciferase reporter, IFN-gamma, luminescence;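 active means inhibition above a set limit, the mean inhibition across all tested compounds plus 3 SD, cut at about 34% in these data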;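 further: 0% = IFN-gamma with DMSO and 100% = IFN-gamma with 300 µM nifuroxazide; values of inactives mirror those of a sister screen read the other way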
The depositor's hits bear a star; nt = no result given; & = joins results of further samples.

Screens in order: TLR4-MyD88 BLA	STAT1 activator	STAT3 blocker	Diaph act CS	G6PDH CS	Diaph inh CS	Hsp70 activator	STAT3 activator	APP 5UTR inh	STAT1 blocker
COc1ccccc1NC(=O)CCSc1nnnn1C
    -12	98	5	1	3	3	0.2	100	2	2
CN(C)CCN1C(=O)C(O)=C(C(=O)c2cc3ccccc3o2)C1c1cccc(Br)c1 (centres undefined)
    -11	105	-1	0.9	12	9	-0.1	104	-2	-6
Cc1onc(-c2ccccc2)c1C(=O)NNC(=S)NC(=O)/C=C/c1cccs1
    11	96	16	0.8	-3	17	-0.3	86	1	5
CCCCC(=O)N(Cc1nc2sc(C)c(C)c2c(=O)[nH]1)C1CCCC1
    -7	102	-1	1	8	-3	-0.1	103	8	-4
NC(=O)CCn1c2ccccc2c2ccccc21
    1	99	-1	1	-1	4	0.0	107	-7	0
CCOC(=O)Cn1cc(/C=C(/C#N)C(=O)NC(C)C)c2ccccc21
    2	107	6	0.9	2	7	0.0	97	1	-9
CCN(c1ccc(OC)cc1)S(=O)(=O)c1ccc2c(c1)CCN2C(=O)CCC(=O)O
    4	105	-1	0.9	-24	13	2.0	102	-13	-5
Cc1cc(C)cc(NC(=O)/C(C#N)=C/c2cn(CC(=O)NCc3ccco3)c3ccccc23)c1
    0	95	-7	1	5	-2	-0.4	102	25	5
CCCCC(=O)NC(Nc1cc(C)ccn1)(C(=O)OCC)C(F)(F)F (centres undefined)
    -8	95	14	1	-2	-1	0.0	90	-2	6
CSCCC(NC(N)=O)C(=O)NCc1ccc(Cl)cc1 (centres undefined)
    -11	105	1	1	2	-2	-0.4	99	8	-5
CCOC(=O)N1CCN(C2CC(=O)N(c3ccccc3)C2=O)CC1 (centres undefined)
    -6	94	-2	0.9	4	12	-0.5	107	-8	7
CCN=C(NCC)SC1CC(=O)N(c2cccc(OCC)c2)C1=O (centres undefined)
    19	95	-1	0.9	-3	10	0.3	105	-2	6
CCOC(=O)C1CCN(C(=O)CCNC(=O)c2cc(OC)c(OC)c(OC)c2)CC1
    5	90	-3	0.8	0	15	-0.4	105	-4	11
O=C(COC(=O)c1nc(Cl)ccc1Cl)Nc1ccccc1OC(F)F
    14	97	-23	0.9	5	8	-0.1	127	-14	2
CN1CCN(S(=O)(=O)c2cccc(C(=O)N(c3ccccn3)C3CCCCC3)c2)CC1
    -1	100	7	0.9	3	10	-0.1	97	3	0
CCOC(=O)/C(N=Nc1cc(C(=O)O)cc(C(=O)O)c1)=C(\O)CCl
    8	101	7	1	-9	0	-0.4	94	-1	-1
Cc1cc(C(=O)CN2C(=O)NC3(CCCc4ccccc43)C2=O)c(C)n1C (centres undefined)
    6	99	-1	1	9	-1	-0.2	105	14	1
Cc1cc(C)n(CCCNC(=O)c2ccc3c(c2)NC(=O)CS3)n1
    -4	94	13	0.9	-2	9	-0.4	93	6	7
Cc1c(S(=O)(=O)Nc2cccc(Cl)c2)c(=O)n(C)c(=O)n1C
    3	106	11	0.9	0	14	-0.2	98	-2	-6
O=[N+]([O-])c1cnccc1Nc1cccc(F)c1
    0	103	-8	0.8	3	18	0.2	111	-6	-3
COc1ccc(CNC(=O)c2c(C)cc(=O)oc2C)cc1OC
    6	98	2	0.8	-4	22	-0.2	103	-23	2
COc1ccc(C(=O)c2cc([N+](=O)[O-])ccc2N2CCOCC2)cc1
    1	118	-74	0.9	9	7	0.2	163*	93*	-20
C/C(N)=C(\C#N)C(=O)NCc1ccccn1
    1	102	-4	0.9	-5	10	-0.1	105	-2	-2
C[C@H](NC(=O)c1ccc(Br)cc1)C(=O)NCc1ccc(S(N)(=O)=O)cc1
    4	103	6	1	14	-2	-0.1	96	-14	-2
COc1ccc(-n2c(C)nc3cc(C(=O)NCCN4CCOCC4)ccc32)cc1
    -1	97	1	1	2	2	-0.3	99	nt	5
O=C(/C=C/c1ccccc1Cl)NCCc1ccc(F)cc1
    -2	106	12	0.9	-9	10	-0.2	92	-32	-7
O=C(CSc1nc2ccc(Nc3nc(N4CCOCC4)nc(N4CCOCC4)n3)cc2s1)N1CCOCC1
    -3	102	-7	1	-1	0	-0.5	106	6	-2
O=C1CC(N2CCSCC2)C(=O)N1c1cccc(Cl)c1 (centres undefined)
    -10	100	6	1	6	4	-0.2	102	-9	-2
CCN1CCN(c2nc3ccccc3nc2C(C#N)S(=O)(=O)c2ccc(C)cc2)CC1 (centres undefined)
    0	110	37	0.8	2	16	-0.3	69	0	-10
CCCC(=O)n1nc(-c2ccc(OC)cc2)nc1N
    9	98	3	0.8	3	15	-0.5	99	-13	2
CCOC(=O)N1CCN(c2c(N3CCc4ccccc43)c(=O)c2=O)CC1
    0	103	11	1	7	0	-0.2	98	nt	-3
COc1ccccc1CN1C(=O)c2ccccc2C1C(=O)NC1CCC(C)CC1 (centres undefined)
    -4	90	0	0.9	11	12	0.3	101	-13	9
Cn1cnnc1SC(C(=O)Nc1ccc(F)cc1)c1ccccc1 (centres undefined)
    -14	101	-5	0.9	10	5	-0.2	105	11	-1
COc1ccc(-c2cc(=O)c3c(OC)c(OC)c(OC)c(OC)c3o2)cc1OC
    -9	87	6	1&0.9	10&13	5&6	0.1&-0.2	92	8	14
Cc1ccccc1Nc1nnc(SCC(=O)NCc2ccco2)s1
    -3	102	-5	0.8	3	24	1.8	108	-2	-2
Cc1nc2ccccc2c(=O)n1N
    -5	107	8	0.9	8	14	-0.3	96	-3	-7
COc1cc(Br)cc2cc(C(=O)OC3CCN(C)CC3)c(=O)oc12
    3	106	-5	nt	nt	nt	0.1	107	4	-5
COc1ccc(Nc2nnc(SCC(=O)Nc3ccc4[nH]c(=O)[nH]c4c3)s2)cc1
    -5	94	12	1	7	1	-0.2	94	9	4
Cc1cccc(CN2CCSc3sccc3C2=O)c1
    -11	97	27	0.9	8	7	0.3	84	13	3
CCOc1cccc(=O)c2c(C)oc(C)c12
    -13	94	1	0.8	5	18	0.6	105	-3	6
Cc1cc(C(=O)Nc2ccc(C)c(S(=O)(=O)N3CCOCC3)c2)c(C)o1
    -2	104	-2	0.9	2	7	0.4	103	18	-6
CCc1ccc(-n2c(SCc3c(C)noc3C)nnc2-c2ccncc2)cc1
    -2	101	7	0.9	-1	12	-0.2	99	2	-1
CCOc1cc(/C=C2/C(=O)ON=C2C)ccc1OCc1ccc(F)cc1
    18	100	9	1	0	5	-0.2	102	18	0
COc1ccc(C2=C(Nc3ccccc3)c3ccccc3C2=O)cc1
    -3	106	-5	0.9	6	6	0.3	106	9	-6
N#CCCn1c(=S)[nH]c2ccccc21
    -1	107	-9	0.8	1	22	0.1	106	nt	-7
CCOc1ccccc1NC(C)C(=O)Nc1cc(C(F)(F)F)ccc1N1CCOCC1 (centres undefined)
    11	101	-9	0.8	-9	18	-0.3	110	-20	-1
Cc1ccc(OCCOC(=O)c2sc(=S)n(C)c2C)cc1
    -3	100	18	0.8	13	19	0.0	87	-17	-2
CCN(CCCNC(=O)Cn1cc2c(n1)CCCC2)c1cccc(C)c1
    -8	102	7	0.9	-4	11	-0.1	95	-22	-2
NS(=O)(=O)c1ccc(CNC(=S)Nc2ccc(Cl)c(Cl)c2)cc1
    -5	92	10	0.9	3	11	-0.1	96	5	8
CC(C)CC(=O)c1c[nH]c(C(=O)NCc2cccnc2)c1
    3	102	5	1.2	11	-19	-0.3	102	-29	-3
CN1CCc2nc(SCc3ccc(Cl)cc3)c(C#N)c(-c3cccs3)c2C1
    8	101	10	nt	nt	nt	-0.1	96	-4	-1
CC(C)N1C(=O)S/C(=C/c2ccccc2OCc2ccc(C(=O)O)cc2)C1=O
    0	103	3	0.9	8	12	0.1	102	-4	-1
COc1ccc(N(CC(=O)N2CCc3ccccc3C2)S(C)(=O)=O)cc1
    -1	98	3	1.1	15	-7	-0.3	103	14	2
Cc1nc(SCC(=O)N2c3ccccc3Sc3ccccc32)n[nH]1
    -9	91	6	0.8	6	18	-0.2	92	-2	10
COc1ccc(CC(=O)Nc2ccc(OC)nc2)cc1
    10	94	-6	0.9	5	14	-0.1	111	-2	5
CC(OC(=O)CN(C)S(=O)(=O)c1ccc(Cl)cc1)C(=O)Nc1ncc(Cl)cc1Cl (centres undefined)
    -2	99	4	0.9	8	12	-0.1	98	-7	1
COC(=O)C1CCN(S(=O)(=O)c2cn(C)c(=O)n(C)c2=O)CC1
    -9	107	19	0.9	-3	12	0.0	91	-6	-8
CC(=O)Nc1cc(C(F)(F)F)ccc1Oc1cccc(Br)c1
    -8	95	11	1	5	5	0.2	97	0	6
CCOc1ccc(NS(=O)(=O)c2ccc(NS(C)(=O)=O)cc2)cc1
    4	99	12	0.8	15	18	-0.3	94	-6	-1
O=C(Cc1c(O)c2ccccc2[nH]c1=O)NCc1cccc(F)c1
    -22	105	6	0.9	2	13	-0.1	100	-7	-7

2 entries from above, as comma-separated lines:
molecule,TLR4-MyD88 BLA,STAT1 activator,STAT3 blocker,Diaph act CS,G6PDH CS,Diaph inh CS,Hsp70 activator,STAT3 activator,APP 5UTR inh,STAT1 blocker
Cc1onc(-c2ccccc2)c1C(=O)NNC(=S)NC(=O)/C=C/c1cccs1,11,96,16,0.8,-3,17,-0.3,86,1,5
NC(=O)CCn1c2ccccc2c2ccccc21,1,99,-1,1,-1,4,0.0,107,-7,0

Next section:
Screens in order: TLR4-MyD88 BLA	STAT1 activator	STAT3 blocker	Diaph act CS	G6PDH CS	Diaph inh CS	Hsp70 activator	STAT3 activator	APP 5UTR inh	STAT1 blocker
COc1cccc(C(=O)NNC(=O)C2CC(C)=C(C)CC2C(=O)O)c1 (centres undefined)
    -2	108	6	0.9	8	10	-0.4	103	-8	-8
CCc1ccccc1NC(=O)/C(=C/c1ccccc1)c1ccccc1
    -5	96	15	0.9	-25	15	-0.5	93	-14	5
CC(C)(C)C(=O)NNC(=O)COc1ccc2ccccc2c1Br
    3	98	7	0.8	7	22	-0.1	99	5	0
COc1cc(NC(=S)NC(=O)c2ccc(C)cc2C)ccc1NC(=O)c1cccs1
    -13	104	16	0.9	10	7	-0.5	89	-8	-4
Cc1ccccc1-c1n[nH]c(=S)n1C
    -3	107	-1	1	4	-1	0.2	102	-6	-7
Cc1ccc(N2CC(O)(c3cccs3)[N+]3=C2CCCC3)cc1 (centres undefined)
    -7	72	-9	1	2	-4	-0.3	119	-4	29
NC(=O)c1cccc(N=Cc2cc(Cl)cc(Cl)c2O)c1
    -13	102	10	0.7	29	34	-0.3	101	-16	-4
COc1ccccc1NS(=O)(=O)c1ccc(N/N=C/c2ccccc2OCC(=O)O)c([N+](=O)[O-])c1
    2	107	-4	0.9	6	15	-0.1	104	1	-8
